# Assay outcomes deposited in PubChem BioAssay by National Center for Advancing Translational Sciences (NCATS).
# Nrf2 block – Nrf2 qHTS screen for inhibitors; actives 2.1% (n = 360,000); A549 ARE-Fluc reporter, luciferase luminescence, 18-24 h; Potency, µM (titrated, usually from 46 µM), for the others: at the highest dose activity change, negative = inhibition, actives largely listed as inhibitors; AID 504444, 2011; note: potency is the fitted concentration of half-maximal effect; % is set by controls: 0 for no effect and ±100 for the full control effect; nearly all actives have a fitted effect of over 60% in size
#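 Reporter: ARE-Fluc in A549. Exposure: 18-24 h, 37 °C, 5% CO2, 5% FBS OPTI-MEM. Readouts: fluorescent cytotoxicity (CellTiter-Fluor), then luminescent Nrf2 signal after BugLite.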
# CCT chaperon mod – High-Throughput Screening for Modulators of Cytosolic Chaperonin Activity | AID 651819, 2012 | purified chaperonin ATPase assay, HTRF ADP detection, 30 min | activity change, % (concentration not given with the values), hits read low | actives 0.3% (n = 360,000); in the data active = activity change below about -30%; note: % is set by controls: 0 for no effect and ±100 for the full control effect
#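 Nucleotide hydrolysis assay: TRiC at 20–40 nM final (set by batch activity) with 10 uM ATP, 30 min at 37 °C, in presence of 76 uM compound. Detection by competitive ADP HTRF, 30 min ambient.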
# pAkt inh – HTS Assay for Inhibitors of Akt Phophorylation: Primary Screen; Neuro2A IGF-stimulated pAkt S473 HTRF, 20 min; active compounds read low; activity change, % for hits at 50 µM; actives 0.32% (n = 360,000); in the data active = activity change below about -80%; inconclusive = mostly about -51% to -80%; note: % is set by controls: 0 for no effect and ±100 for the full control effect
#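 Neuro2A cells (4,500/well, DMEM with 0.5% FBS) were treated with compound at a single 50 µM final concentration, stimulated with 6 nM IGF for 20 min at 37 °C, and lysed. Phospho-Akt Ser473 was read by HTRF as 665/615 ratio ×10^4.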
# MmCpn inh – Inhibitors of TCP-1 ring complex (TRiC) of Methanococcus maripaludis (MmCpn): qHTS | Potency, µM (top dose mostly 76.9 µM), for inactives: at the top dose activity, negative = inhibition, most hits filed as inhibitors | Chaperonin Mm-Cpn (Methanococcus maripaludis) | actives 0.031% (n = 330,000) | purified Mm-Cpn ATPase, ADP Transcreener TR-FRET | AID 504842, 2011; note: potency is the fitted concentration of half-maximal effect; % is set by controls: 0 for no effect and ±100 for the full control effect; nearly all actives have a fitted effect of over 80% in size
#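 25 nM Mm-CPN + cpd, 10 min 37°C; + 10 uM ATP, 30 min 37°C; buffer 30 mM Tris pH 7.4, 100 mM KCl, 5 mM MgCl2, 1 mM DTT; Transcreener ADP HTRF detection 30 min RT.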
# TGFb SMAD3 inh – qHTS for Inhibitors of TGF-b; HepG2 CAGA-GFP TGF-b/SMAD3 reporter, GFP fluorescence, 18 h; TGF-beta stimulated, 500 pg/mL final; actives 1.2% (n = 410,000); AID 588855, 2011; Potency, µM (titrated, usually from 46.1 µM), inactives show at the highest dose activity, negative = inhibition, most hits filed as inhibitors; note: potency is the fitted concentration of half-maximal effect; % is set by controls: 0 for no effect and ±100 for the full control effect; nearly all actives have a fitted effect of over 65% in size
#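 Cell-based qHTS in HEPG2 carrying a CAGA-GFP Smad reporter; compounds added before 500 pg/mL final TGF-beta, 18 h incubation at 37 degrees C, GFP fluorescence quantified per cell by imaging cytometry.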
# Nrf2 activator – qHTS of Nrf2 Activators; actives 0.31% (n = 410,000); Potency, µM (highest dose often 46.1 µM), inactives show at the highest dose activation, actives largely listed as activators; AREc32 ARE-luciferase reporter (MCF7-derived line), luminescence, 24 h; note: potency is the fitted concentration of half-maximal effect; % of control where 0% means no effect; nearly all actives have a fitted effect of over 65% in size
#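 Reporter line AREc32 (ARE-Fluc), seeded overnight in OPTI-MEM with 5% FBS; compound pin-transferred, 24 hr at 37 deg C, 5% CO2; luminescent read-out.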
# A549 tox – Nrf2 qHTS screen for inhibitors: counterscreen for cytotoxicity | A549 ARE-Fluc cells, CellTiter-Fluor viability, 18-24 h | Potency, µM (titrated, usually from 46 µM), for inactives: at the top dose activity change, negative = cytotoxicity, most hits filed as inhibitors | actives 0.16% (n = 390,000) | AID 504648, 2011; note: potency is the fitted concentration of half-maximal effect; % is set by controls: 0 for no effect and ±100 for the full control effect
#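 A549 ARE-Fluc cells in 5% FBS OPTI-MEM, 5000 cells/well, rested 2 h then exposed to compounds in concentration-response for 18-24 h at 37 °C. Viability by CellTiter-Fluor fluorescence (Ex 405/Em 525) after 30 min; luciferase luminescence (BugLite, 15 min, RT) read afterwards.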
# Abeta yeast res – qHTS for compounds that reverse cellular toxicity of Amyloid beta (A-beta) peptide in yeast: Primary Screen | yeast expressing A-beta42, growth rescue, OD600, 48 h; response scale: 0% DMSO, 100% iron-clioquinol control | Potency, µM (highest dose often 46.1 µM), for the others: at the highest dose growth rescue, usual class: activators | actives 0.063% (n = 410,000); note: potency is the fitted concentration of half-maximal effect; nearly all actives have a fitted effect of over 55% in size
#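 Yeast growth medium received pinned compounds, then yeast cells expressing toxic A-beta were added; plates incubated at 30 C for 48 hr. Growth read as absorbance at 600 nm, normalized to DMSO and equimolar FeCl3 plus clioquinol controls.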
# HepG2 viability – qHTS for Inhibitors of TGF-b: Cytotox Counterscreen; HepG2 CAGA-GFP viability, ATP luminescence, 18 h; Potency, µM (highest dose often 46.1 µM), inactives show top-dose activity change, negative = cytotoxicity, actives largely listed as cytotoxic; actives 0.76% (n = 410,000); note: potency is the fitted concentration of half-maximal effect; some results filed as inactive show a strong effect at the top dose
#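 HepG2 CAGA-GFP cells (1000/well, DMEM with 1% FBS) received compound, then TGF-beta at 500 pg/mL final, and were incubated 18 hours at 37 degrees C. Viability was read by CellTiter-Glo luminescence. Media-only wells were set as complete cell-killing and DMSO as no toxicity.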
# Active calls of the source: *; i = inactive; u = inconclusive; x = no result given; & = joins results of further samples; [ ] = another dose, or the depositor's remark. Unless noted, calls come from the whole dose curve; as a rule, active = well fitted curve in the direction sought with a large enough effect; inconclusive = small, poorly fitted or top-dose-only effect, or another doubt; inactive = no such curve, though single readings can be large; an effect the other way counts as inactive or inconclusive.
# Under each structure: Nrf2 block | CCT chaperon mod | pAkt inh | MmCpn inh | TGFb SMAD3 inh | Nrf2 activator | A549 tox | Abeta yeast res | HepG2 viability
CC(C)OC(=O)c1ccc(NC(=O)c2ccco2)cc1
  -13% | -2.1 | i | 0% | 14% | 3.9% | -2% | -44%[inhibitor] | -7%
CCOc1ccc(N2C(=O)CC(N3CCN(C4CCc5ccccc5C4)CC3)C2=O)cc1 (stereo not given)
  -12% | -5.2 | i | 3% | u | -1.0% | -13% | -10% | 11%
CCCN(C(=O)CSc1nnc(-c2ccc3c(c2)OCO3)o1)C1CCS(=O)(=O)C1 (stereo not given)
  x | -2.3 | i | x | -9% | 0.6% | x | -5% | -66%
COc1ccccc1NC(=O)N1CCN(c2ccc3nnc(-c4ccc(F)cc4)n3n2)CC1
  9.2µM* | 1.7 | i | 0% | u | 8.0%&-1.5% | -9%&-22% | -7%&-2% | -21%&1%
COc1ccc([C@H]2N[C@]3(CCCN(Cc4ccco4)C3=O)[C@H]3C(=O)N(C)C(=O)[C@@H]23)cc1
  x | -0.9 | i | x | 12% | -0.6% | x | 13% | 5%
CCc1cc(C(c2ccccn2)N2CCN(C)CC2)c(NC(=O)c2ccccc2)s1 (stereo not given)
  10% | 1.8 | i | 3% | -20% | 26% | -2% | -7% | 1%
CN1C(N)=NC(=O)/C1=C\c1ccc(Br)cc1
  5% | -4.1 | i | -2% | -3% | 6.3% | 0% | -21% | -11%
CCC(C)NC(=O)c1cc2c(=O)n3cccc(C)c3nc2s1 (stereo not given)
  6% | -1.2 | i | -1% | 9% | 6.7% | 1% | 0% | -8%
OCC[C@@H]1C[C@H](O)[C@@H](O)[C@@]2(CCc3ccccc3CO2)O1
  -10% | 1.4 | i | 0% | -11% | 0.8% | 1% | -2% | -19%
O=C(COC(=O)C1CCN(c2ccc(C(F)(F)F)cn2)CC1)Nc1ccc(Cl)cn1
  6% | -3.2 | i | -5% | 1% | 0.9% | 5% | 15% | 3%
O=C(c1ccncc1)N1CCN(C(=O)c2ccncc2)CC1
  x | -0.1 | x | 1% | 15% | 0.2% | 0% | -24% | 6%
COCCN(C(=O)CCc1nnc(Cc2c[nH]c3ccccc23)o1)C(C)C
  2% | -2.8 | i | 2% | 31%[activator] | -0.3% | 2% | 14% | 41%
Cn1cccc1C(=O)OCC(=O)Nc1ccc2c(c1)OCO2
  u | -7.8 | i | -22% | -1% | 3.3% | 2% | 10% | 9%
COCc1cc(=O)n2[nH]c(C(C)(C)C)cc2n1
  -8% | 2.2 | i | 3% | -8% | -0.6% | 0% | 5% | 6%
Cc1ccc(NCc2ccncc2)c(Br)c1
  1% | -2.6 | i | -1% | 0% | 5.4% | 2% | 13% | 3%
COc1cc(OC)c2c(c1)C(=O)OC2OC (stereo not given)
  18% | -0.6 | i | 1% | 8% | 0.3% | 1% | -8% | 10%
COC(=O)NCC1(C)CC(NC(=O)OC)CC(C)(C)C1 (stereo not given)
  8% | -6.3 | i | 1% | 16% | 0.2% | 2% | -12% | -18%
CC(c1ccco1)N(C(=O)c1ccccc1NS(=O)(=O)c1ccc(Cl)cc1)c1ccccn1 (stereo not given)
  -18% | -0.1 | i | 1% | u | 2.4% | 10% | 2% | -14%
C=CCOc1c(Br)cc(C2NC(=O)NC(C)=C2C(C)=O)cc1OCC (stereo not given)
  2% | 0.7 | i | -4% | -17% | 0.1% | 8%[1.84 µM] | -13% | -15%
CCOc1ccccc1C1Nc2ccccc2-c2nnc(SCc3ccccc3)nc2O1 (stereo not given)
  0% | x | x | x | -18% | 4.3% | -4% | -6% | 0%
C=CCOC(=O)C1=C[C@@H](c2coc3ccccc3c2=O)C[C@@H](OCc2ccc(CO)cc2)O1
  u | 1.4 | i | x | -28% | 0.9% | u | 2% | -19%
O=C(Nc1ccc(Cl)cc1Cl)c1csc(-c2cccnc2)n1
  u | 1.3 | i | u | -5% | 7.0% | 6% | -2% | -40%
Cc1ccc(S(=O)(=O)NCCC(=O)NC(C)CCc2ccccc2)cc1 (stereo not given)
  -1% | -1.4 | i | 1% | -5% | -1.1% | 1% | 6% | -4%
O=C(NNC(=O)C1CC1)c1cc(Br)c(Br)s1
  -12% | 0.0 | i | -4% | -15% | 0.1% | 5% | -7% | 4%
CC(C)(C)c1ccc(C(=O)NC2CCN(Cc3ccccc3)CC2)cc1
  -17% | -1.0 | i | -1% | 1% | 0.1% | -12% | 9% | -23%
CC(C)CN(C(=O)c1ccco1)C1CCS(=O)(=O)C1 (stereo not given)
  -1% | 1.3 | i | -9% | 0% | -0.1% | 4% | -11% | 3%
CCOC(=O)CSc1ncc(-c2cccc(Cl)c2)cn1
  -2% | -0.6 | i | 0% | 31% | 0.3% | -23% | 9% | -5%
O=C(Nc1ccc2nc([C@H]3C[C@H](O)[C@@H](CO)O3)[nH]c2c1)NC(c1ccccc1)c1ccccc1
  x | -0.3 | i | x | 0% | 0.1% | x | -8% | -1%
Cc1nn(-c2ccccc2)c(NC(=O)c2ccccc2)c1Br
  u | 0.1 | i | 0% | 3% | 0.2% | -1% | 5% | -10%
O=C(COC(=O)c1ccc(F)c(S(=O)(=O)N2CCOCC2)c1)NCCc1ccccc1
  -17% | -2.0 | i | u | -9% | -1.0% | 2% | -3% | -9%
Cc1ccc2c(c1)C(c1ccc(F)cc1)N(C(=O)c1cccc(C(F)(F)F)c1)CC(=O)N2 (stereo not given)
  -30%[9.27 µM] | x | x | x | u | 1.6% | u | 19% | -23%
O=C(COc1ccccc1Cl)Nc1cccc(S(=O)(=O)N2CCCC2)c1
  u | -3.5 | i | 0% | -7% | 2.5% | -8% | 22% | -29%
CCO[C@@H]1OC(C(=O)NCc2nc3ccccc3[nH]2)=C[C@H](C2CC2)[C@H]1CCCO
  6% | 1.4 | i | x | -13% | -2.4% | -6% | 3% | -4%
Cc1ccc(/C=N/Nc2nc(C)cc(C)n2)cc1
  -26% | -2.6 | i | -3% | 2% | 3.3% | -4% | 7% | 5%
CCS(=O)(=O)N1CCCC(C(=O)NC2CCCCC2)C1 (stereo not given)
  -6% | -0.3 | i | 0% | 4% | -0.7% | -6% | 3% | 11%
Cc1c(NC2=CC(=O)CC(C)(C)C2)ccc([N+](=O)[O-])c1C
  -2% | -8.9 | i | 2% | -3% | -0.9% | -4% | -19% | -26%
Cc1cccc(C)c1OCc1cc(C(=O)N2CCN3CCCC3C2)no1 (stereo not given)
  u | 0.6 | i | 1% | -9% | 0.3% | -5% | 2% | -19%
Cc1ccc(Nc2nc(Cl)c(C=O)s2)cc1Cl
  11% | 0.0 | i | -13% | 5% | u | -12% | -35% | 2%
Cc1cc(C(=O)O)ccc1-c1ccc(CO)o1
  u | 1.3 | i | -1% | 1% | -0.4% | 6% | 6% | -8%
O=C(O)c1cncc(C#CCC2CCCCC2)c1
  8% | -6.5 | i | 1% | 8% | 2.2% | -15% | -29% | 2%
Cc1nc2ccc(NC(=O)c3sccc3C)cc2s1
  19% | -6.9 | i | 1% | 0% | 2.8% | 5% | 2% | -22%
CCn1c(-c2csc3c2CCCC3)n[nH]c1=S
  -6% | -1.8 | i | 0% | 4% | 0.1% | 0% | u | -15%
COc1ccc2nc3sc(C(=O)Nc4cc(Cl)c(OC)cc4OC)cc3cc2c1
  12% | x | x | x | -25% | -0.3% | -4% | 5% | -1%
CC(C)c1ccc(OCC(O)CN2CCN(c3ccc(F)cc3)CC2)cc1 (stereo not given)
  0% | x | x | x | -22% | 2.8% | 5% | -25% | -21%
O=S(=O)(NCc1ccccc1)c1ccc(S(=O)(=O)N(Cc2ccccn2)Cc2ccco2)cc1
  -18% | -0.2 | i | 2% | 16% | 0.2% | u | 7% | -11%
Cc1cc([N+](=O)[O-])ccc1NS(=O)(=O)c1ccccc1
  u | -0.7 | i | x | u | 7.3% | u | 20% | 2%
CCCCN1C(=O)/C(=C2/C=CC=CN2C)SC1=S
  u | 0.8 | i | -2% | -4% | 7.6% | -6% | -16% | 6%
CC(=O)Nc1ccc(S(=O)(=O)N(C)CC(=O)NC2=NCCS2)cc1
  x | -3.6 | i | 0% | 15% | 0.3% | -4% | 5% | 14%
COc1cc(OC)cc(-c2cc3nc(C)c(CCC(=O)O)c(C)n3n2)c1
  1.5µM* | -3.2 | i | -3% | 0% | -4.6% | 0% | -3% | 0%

# Single entries from above:
# Value for CCn1c(-c2csc3c2CCCC3)n[nH]c1=S under TGFb SMAD3 inh: 4%
# Value for CCCCN1C(=O)/C(=C2/C=CC=CN2C)SC1=S under TGFb SMAD3 inh: -4%
# Value for COc1ccc2nc3sc(C(=O)Nc4cc(Cl)c(OC)cc4OC)cc3cc2c1 under Nrf2 activator: -0.3%

# Hits appear at their usual frequency; about 4.3% have a hit in one of these screens.
